HSF1 inh: HSF1 inhibition; NIH3T3-HGL HSE-luciferase, MG132-induced, luminescence 8 h; hits give low values; activity change, negative = inhibition, % at 7.5 µM (by protocol); hit rate 0.77% among 300,000; AID 2098;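 active = more than half of replicate wells show activity change below -50%, luminescence cut by over half; inconclusive = some wells, but at most half, below -50%; inactive = no replicate well below -50%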;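 also: luciferase reports HSF-1 transcriptional activity via heat shock element; 0% = median of DMSO wells and -100% = zero luminescence signal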
HSF1 activator: increases HSF-1 driven luciferase reporter signal; hit rate 1.7% among 300,000; NIH3T3-HGL HSF-1 luciferase reporter, MG132, 8 h; 100% = twice DMSO control signal; AID 504408; activation, % at 9 µM;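 active = mean replicate activation of at least 50% with a set share of replicates each reaching 50%; inconclusive = only one of those two conditions met; inactive = mean below 50% and too few replicates reaching it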;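 also: 0% = median of the neutral control wells and 100% = twice that signal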
IEC-6 tox: IEC-6 cytotoxicity, counter-screen for KLF5 inhibitors. luminescence viability. hit rate 0.78% among 290,000. AID 1825. inhibition, % at 5 µM; in the data active = inhibition above about 22%;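 also: 0% = plate median of test compound wells and 100% = cytotoxic reference compound wells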
SKKanGAS inh: SKKanGAS growth inhibition; hit rate 1.3% among 300,000; inhibition, % at 7.5 µM; S. pyogenes SKKanGAS, kanamycin growth, BacTiter-Glo, 6 h;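 active = mean replicate score, as percent of positive control median, at least 50; inconclusive = mean below 50 but one replicate at or above 50; inactive = mean and every replicate below 50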;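 also: strain carries kanamycin resistance gene driven by streptokinase promoter and grows in 40 µg/ml kanamycin; loss of luminescence reflects streptokinase promoter inhibition or plain growth inhibition; 0% = median of DMSO wells and 100% = positive control at its reference dose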
HIF act: HIF pathway transcriptional activation; U2OS HRE-luciferase reporter, luminescence; normalized: DMSO 0%, desferrioxamine 100%; activation, % at 7.5 µM (by protocol); hit rate 0.32% among 300,000; AID 1910;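 active = mean activation of at least 10% of the iron chelator positive control signal, with at least half of replicates also reaching 10%; inconclusive = mean and replicate majority disagree about reaching 10%; inactive = mean and most replicates under 10%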
AI-2 QS modul: Vibrio harveyi AI-2 quorum sensing modulation. hit rate 0.4% among 300,000. activity change, % at 7.5 µM. Vibrio harveyi JMH597 AI-2 luminescence/OD600 ratio, 9 h; hits give low values; strain lacks LuxN and CqsS sensors; 0 = neutral-control median; in the data active = activity change below about -75%, passing the limit was not always enough; inconclusive = no clear call, values can overlap the other calls;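 also: luminescence divided by OD600 gain over 9 h not by final OD600 alone; inactives centre near 13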
aSyn 5UTR inh: MLPCN primary screen, SNCA 5' untranslated region. alpha-synuclein 5'UTR reporter, inhibitor activity. inhibition, % (tested at 7.5 µM). hit rate 0.82% among 300,000. AID 1813; in the data active = inhibition above about 60%; inconclusive = no clear call, values can overlap the other calls;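 also: H4 neuroglioblastoma cells stably carrying SNCA 5'UTR luciferase fusion; 0% = DMSO wells and 100% = positive control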
KLF5 inhibitor: inhibitors of KLF5 expression; DLD-1 KLF5 promoter-luciferase reporter, luminescence; inhibition, % at 5 µM; hit rate 0.23% among 290,000;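 active = inhibition above a per-plate limit of that plate's mean compound inhibition plus 3 SD, cut at about 60% in these data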;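 also: 0% = DMSO wells and 100% = LY294002 at 200 µM; higher means less KLF5 promoter-driven luciferase light; inactives centre near -14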
HSP90 inh: inhibitors of HSP90 luciferase refolding in rabbit reticulocyte lysate. luciferase refolding luminescence, 3 h. inhibition, % at 5.6 µM. hit rate 0.91% among 290,000. AID 1789;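 active = inhibition above the screen-wide mean plus 3 SD, computed separately per campaign, cut at about 16% in these data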;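 also: 0% = DMSO wells and 100% = 60 µM geldanamycin wells; inhibitors lower the luminescence because luciferase stays unfolded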
Platelet DG rel: platelet dense granule release activity | inhibition, %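 (compounds screened at 7.5 µM in platelet-rich plasma)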 | human platelet-rich plasma, SFLLRN dense granule ATP release, luminescence | AID 1663 | hit rate 0.22% among 300,000;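 active = mean replicate score, as percent of positive control, at or above 50; inconclusive = mean below 50 but at least one replicate at or above 50; inactive = mean and every replicate below 50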
An asterisk follows results filed as active; ? = inconclusive; . = no result given.

SMILES	HSF1 inh	HSF1 activator	IEC-6 tox	SKKanGAS inh	HIF act	AI-2 QS modul	aSyn 5UTR inh	KLF5 inhibitor	HSP90 inh	Platelet DG rel
Cc1n[nH]c(=O)c2c(NC(=O)CSc3ccccc3Cl)oc(C)c12	5	8	.	1	-19	13	-20	.	.	-9
O=C(COc1ccc(S(=O)(=O)NC2CCCC2)cc1)N1CCCCC1	5	31	-6	0	-0.1	14	3	-16	3	0
COc1ccc(CNC(=O)CN(C(=O)c2snc(C(N)=O)c2N)c2cccc(F)c2)cc1	-3	16	-4	0	0.0	1	4	1	-2	5
COc1ccccc1NC(=S)NC(=O)Cc1ccccc1	11	15	.	-6	0.3	14	4	.	.	9
CC1C(=O)Nc2ccc(S(=O)(=O)NCc3ccc(Cl)cc3)cc2NC1=O (configuration not stated)	-2	5	1	-1	0.1	15	15	9	-6	1
Cc1ccc(/C=N/n2c(-c3ccc(Cl)cc3)n[nH]c2=S)o1	-7	-25	-7	-1	-0.2	15	2	-23	1	0
Cc1ccc(OCc2nnc(SCC(=O)O)n2N)cc1	-6	10	-4	-4	.	15	8	5	1	-25
CN(C)c1nc(Nc2ccc(Cl)c(Cl)c2)nc(N(C)C)n1	-2	-9	-8	-4	-0.6	26	-10	-18	-3	7
Nc1ccc(-c2nnnn2-c2ccc(N)cc2)cc1	-9	-14	3	-1	1.2	10	11	-3	-5	3
O=C(Nc1ccccc1C(=O)O)c1cccc(S(=O)(=O)Nc2ccc(Br)cc2)c1	-2	-9	12	25	2.3	-9	-6	-2	7	-2
CC1(OC(=O)c2ccco2)C(=O)C=C2C=C(C3CC3)OC=C2C1=O (configuration not stated)	-4	6	.	13	-0.4	16	-34	.	.	0
CCn1c(CNC(=O)C23CC4CC(CC(C4)C2)C3)nnc1SC	-7	-10	4	-4	-1.1	1	9	2	2	5
O=C(NCCN1CCOCC1)[C@H](Cc1ccccc1)N1C(=O)c2ccccc2C1=O	-3	-1	2	8	-0.4	18	-13	-11	1	-1
CC(C)Cc1nc2sc3c(=O)[nH]cnc3c2c2c1CCC2	-4	-7	1	-9	0.5	32	18	20	-3	-36
CCOc1ccc(C(=O)c2nc3c(n2O)CCCCC3)cc1	10	5	2	-5	0.8	14	-18	-41	-4	4
Cc1nn(-c2ccccc2)nc1C(=O)Nc1ccc2[nH]ncc2c1	1	5	2	17	1.1	17	-2	-4	2	-3
CCC1=NN2C(=N)/C(=C\c3cccn3-c3ccc(Br)cc3)C(=O)N=C2S1	5	16	4	38	-0.4	32	1	-24	2	2
COc1ccc(N2CCN(C(=O)c3oc4ccccc4c3NC(=O)CCc3cc(OC)no3)CC2)cc1	1	24	0	6	0.4	18	0	-2	0	0
O=C(CN1N=C(c2ccc(Cl)cc2)CCC1=O)NCCN1CCc2ccccc2C1	0	13	2	1	-0.3	24	14	-3	-3	-2
CC1(C)c2[nH]c3ccccc3c2C[C@H]2C(=O)N(Cc3ccc(F)cc3)C(=O)N21	-6	-13	.	20	-0.3	0	13	.	.	6
O=C(/C=C/c1ccco1)NC(=S)Nc1ccccc1	16	37	3	2	4.7	-77*	-104	-56	1	0
FC(F)Oc1ccccc1C1CC(c2ccc(Br)s2)Nc2ncnn21 (configuration not stated)	4	11	10	60*	-0.4	27	28	-1	-4	-2
Cc1ccc(N(C)S(=O)(=O)c2nnc(NC(=O)c3ccco3)s2)cc1	-3	-17	-2	10	0.2	-2	1	-12	2	-4
C=CCN(Cc1nc(-c2cc(OC)ccc2OC)oc1C)C1CCS(=O)(=O)C1 (configuration not stated)	-12	-1	0	-8	-0.4	2	12	-11	1	2
O=C(CSc1cccc2cccnc12)Nc1ccccc1F	3	10	-1	4	1.0	20	-33	-62	1	10
CN(CC(=O)NNC(=O)c1cccnc1)S(=O)(=O)c1cc(Cl)ccc1Cl	4	-6	0	3	0.0	9	19	-41	2	-2
Cc1cc(S(=O)(=O)Nc2ccc3cn[nH]c3c2)c(C)cc1Cl	11	42	1	18	2.1	.	-2	-5	2	10
NCCc1nnc(SCc2ccccc2)o1	-9	-14	-3	-2	-0.7	21	-32	4	3	-5
O=C(NC1CCCCCCC1)C1c2ccccc2C(=O)N1Cc1ccco1 (configuration not stated)	1	16	0	-1	-0.3	28	12	3	9	15
CCCCOc1ccc(C(C)NC(=O)CCS(=O)(=O)Cc2ccc(Cl)cc2)cc1 (configuration not stated)	7	-7	0	-1	-0.3	15	18	19	0	1
Cc1cc(C)cc(N(C(=O)c2snc(C(N)=O)c2N)C(C(=O)NCC2CCCO2)c2ccc(C)o2)c1 (configuration not stated)	2	22	-6	5	-0.4	12	12	-10	1	0
CCOC(=O)CNC(=O)CSc1nc2cccnc2n1CC	-7	2	5	3	0.0	20	7	-18	-3	0
Cc1ccc(-c2nc3ncccc3o2)cc1NC(=O)COc1ccccc1	7	22	-2	-14	-0.1	-3	-1	-25	-3	4
CC(C)(C)C(=O)/C(=C/c1ccncc1)n1cncn1	1	10	22	1	-0.8	4	-58	14	0	6
Cc1cccc(-c2cc3c(nn2)-c2ccccc2C3=O)c1	25	?	8	17	0.5	20	-43	-67	4	2
Cc1nc2ncnn2c(C)c1CCC(=O)O	-10	-5	-4	.	0.1	7	5	-6	2	-7
c1ccc2c(c1)NC(CN1CCOCC1)CO2 (configuration not stated)	0	23	2	-11	-0.3	8	3	-6	1	7
COc1ccc2cc(C(=O)C3CCCN(Cc4ccccn4)C3)ccc2c1 (configuration not stated)	7	7	1	31	0.6	10	3	-22	0	2
CCc1nnc(NS(=O)(=O)c2ccc(NC(=O)c3cccc(OC(F)(F)C(F)F)c3)cc2)s1	-3	-15	.	13	-0.4	24	16	.	.	-4
CC(=O)Nc1cccc(OC(=O)COc2ccc(Br)cc2)c1	-10	9	-4	-20	0.0	2	10	-16	0	-12
CC1(c2ccccc2)NC(=O)N(CC(=O)Nc2ccc(S(N)(=O)=O)cc2)C1=O (configuration not stated)	5	-4	-6	0	-0.2	14	-8	7	-2	-29
COCCn1c(SCC(=O)N2CCCc3ccccc32)nnc1-c1ccoc1C	4	4	1	-2	-0.1	3	7	-11	-1	-1
Cc1nc2scc(C)n2c(=O)c1S(=O)(=O)Nc1ccc(N2CCN(C(=O)C(C)C)CC2)cc1	-2	5	-5	-10	0.2	23	31	-31	-2	-6
COc1ccc(Cl)cc1C(=O)Nc1ccc2nc3n(c(=O)c2c1)CCCC3	10	27	7	6	-24	49	-39	-11	3	-4
COc1ccccc1/C=C1\SC(=S)N(CCC(=O)NC2=NCCS2)C1=O	-7	-14	3	12	-0.3	21	35	-12	5	4
CCOc1cc(C2C3=C(CC(C)(C)CC3=O)N(CCOC)C3=C2C(=O)CC(C)(C)C3)ccc1O	5	-3	-3	3	-2.0	7	1	-31	-4	1
COc1ccc(Cl)cc1NC(=O)CN(C)C1CCCCC1	-25	-37	-2	2	-0.7	19	13	-135	7	-4
O=C(NC1CCCc2ccccc21)c1c(F)cccc1Cl (configuration not stated)	-7	-4	2	-4	-2.8	39	5	-6	-1	13
COCCCNc1ncnc2c1cnn2-c1ccc(C)cc1C	-4	-7	4	0	0.6	18	3	-4	4	-8
O=C(N/C(=C/c1ccc(Cl)cc1)C(=O)N1CCOCC1)c1ccccc1	-2	0	-8	5	0.4	8	1	-37	-1	-1
O=C(NCCCN1CCCC1=O)c1cc(=O)c2ccccc2o1	2	5	-4	22	-0.1	8	25	-16	-1	-7
O=C(CN1CCN(c2ccc(C(F)(F)F)cn2)CC1)Nc1ccc2c(c1)OCO2	-7	15	1	7	-0.5	13	-3	-9	4	3
Cc1c(C(=O)c2ccc(Cl)cc2[N+](=O)[O-])c2ccccn2c1CCC#N	-10	-8	-8	-7	-0.2	5	-10	-4	-2	2
CCOc1cccc(C(=O)Nc2nccs2)c1	11	40	-7	-3	1.7	-7	-173	-87	-3	-7
Cc1cc(=O)oc(C)c1C(=O)NCCN(C)Cc1ccccc1	-2	-5	3	2	-0.4	12	3	-9	5	-73
C=C(C)Cn1c(N2CCCC2)nc2c1c(=O)n(C)c(=O)n2C	-3	7	0	0	-10	29	0	-29	-6	0
CN1CCN(C(=S)Nc2ccc(Cl)cc2)CC1	-2	8	-8	3	-0.1	10	-7	-33	-6	-1
Cc1c(Cl)cccc1NC(=O)CSc1ccc(-c2cccnc2)nn1	-5	-6	-3	-12	-0.2	5	0	-22	-2	-4
O=C(O)CCCCCNC(=O)/C=C/c1ccco1	1	-3	6	24	-0.4	5	-7	3	0	-3
COc1ccc(C(CNC(=O)c2ccccc2C)N2CCCC2)cc1 (configuration not stated)	-4	17	0	-3	0.7	10	0	-14	7	6

(further entries)
SMILES	HSF1 inh	HSF1 activator	IEC-6 tox	SKKanGAS inh	HIF act	AI-2 QS modul	aSyn 5UTR inh	KLF5 inhibitor	HSP90 inh	Platelet DG rel
O=C(CNC(=O)c1ccccc1)NCC(=O)OCC(=O)c1ccc([N+](=O)[O-])cc1	-8	6	6	-2	0.0	29	-16	-46	9	-1
COc1cccc(C(c2sc3ncnn3c2O)N2CCN(C(=O)c3ccco3)CC2)c1 (configuration not stated)	0	-3	-1	-3	-0.1	8	13	2	-1	?
CC1=NOC(=O)/C1=C\c1ccc(-c2ccc(Cl)c(C(=O)O)c2)o1	-4	-8	-11	-5	-0.7	-1	6	-32	2	-2
C/C(Cl)=C/Cc1c(C)[nH]c2c(ccc3ccccc32)c1=O	1	12	-2	19	-1.2	29	-22	-67	1	4
CCC1CN(C(=O)NCc2ccc(F)cc2)c2ccccc2O1 (configuration not stated)	9	15	-6	0	-1.5	0	10	-16	-1	0
CN(C)/C=N/NC(=O)C1Cc2c(ccc3ccccc23)O1 (configuration not stated)	-12	2	-5	-2	-1.9	27	20	-38	-1	0
CCN(C(=O)COC(=O)c1cc(-c2cccs2)nc2ccccc12)C1CCS(=O)(=O)C1 (configuration not stated)	5	9	0	-1	0.1	14	-33	-7	0	?
O=C(NCc1ccccn1)C1CN(S(=O)(=O)c2ccccc2)CCN1S(=O)(=O)c1ccccc1 (configuration not stated)	2	-1	6	-13	-0.1	-10	-16	-13	6	0
COCC(=O)Nc1ccc(S(=O)(=O)Nc2ccccn2)cc1	-8	-1	-3	-6	-0.5	26	13	-37	0	5
O=C(Nc1nc2ccccc2c2nc3ccccc3n12)c1ccc(F)cc1	-3	-2	2	-9	0.1	26	3	-1	1	-1
COc1ccccc1/C=N/NC(=S)Nc1cccnc1	-2	16	-4	-15	-0.4	5	-21	-14	-1	-5
O=C(c1cc(-c2ccccn2)nc2ccccc12)N1CCN(c2ncccn2)CC1	-2	16	0	20	0.5	0	3	0	5	2

Screening results deposited in PubChem BioAssay by several laboratories.
